# High-throughput results as filed in PubChem.
# CHO parental Ca = ATP-evoked calcium signal inhibitors, parental CHO, primary screen, counter-screen for OX1R antagonist project, cell-based, fluorescence, Fluo-8 calcium dye; parental CHO-K1, ATP-induced calcium, Fluo-8 fluorescence; inhibition, % at 5.6 µM; hit rate 0.63% among 330,000;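 active means inhibition above that plate's mean sample inhibition plus 3 SD, cut at about 26% in these data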;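 further: 0% = ATP-challenged DMSO wells and 100% = DMSO wells without ATP; some compounds past the cut are filed as inactive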
#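 Test system: untransfected parental CHO cell line. Compound: one dose, 5.6 µM nominal. Detection: intracellular calcium via Fluo-8 no-wash fluorescent dye. Measure: % inhibition. Benchmarks: ATP-challenged DMSO wells low, unchallenged DMSO wells high.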
# CHO-K1 Ca ag = counter-screen for M1 agonists: effect in parental CHO-K1 cells | activation, % at 3 µM | AID 602248, 2012 | Fluo-8 calcium fluorescence; scaled to maximal ATP response, vehicle zero | hit rate 0.48% among 360,000; in the data active means activation above about 15%;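 further: untransfected CHO-K1 host cells lacking M1 receptor as counterscreen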
# TAAR1 agonist = human TAAR1 agonists, primary screen, Fluo-8 calcium fluorescence, CHO RD-HGA16 cells; activation, % at 3 µM; hit rate 0.99% among 360,000; vehicle wells 0%, saturating PEA agonist 100%;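 active means activation above the mean activation of all test compounds in the run plus 3 SD, cut at about 38% in these data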
# Target sequence (Q96RJ0 whole entry, looked up): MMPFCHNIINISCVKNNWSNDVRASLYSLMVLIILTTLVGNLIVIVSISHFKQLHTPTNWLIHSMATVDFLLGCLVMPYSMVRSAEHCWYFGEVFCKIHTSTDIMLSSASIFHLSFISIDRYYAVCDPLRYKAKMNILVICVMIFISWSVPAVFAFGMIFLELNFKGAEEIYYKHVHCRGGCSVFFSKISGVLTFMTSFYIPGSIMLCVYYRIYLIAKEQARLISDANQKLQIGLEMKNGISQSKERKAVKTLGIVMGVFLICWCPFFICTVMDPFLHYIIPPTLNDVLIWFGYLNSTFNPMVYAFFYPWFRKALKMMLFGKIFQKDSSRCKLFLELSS
#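 System: CHO-derived RD-HGA16 cells with stable Gα16 and human TAAR1. Times: 17-24 h plating, Fluo-8 75 min 37 °C, 30 min RT. Measured by: calcium-sensitive Fluo-8 signal, excitation 470-495, emission 515-575 nm. Read-out basis: % activation relative to PEA EC100 response. Control set: DMSO and PEA EC100. Repeats: no replicates (n 1).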
# TAAR1 antag = human TAAR1 antagonists, primary screen, Fluo-8 calcium fluorescence, CHO RD-HGA16 cells. hit rate 1.5% among 360,000. AID 624466, 2012. Trace amine-associated receptor 1 (Homo sapiens), Q96RJ0. inhibition, % at 3 µM. antagonist;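 active means inhibition above a per-plate cutoff, the mean inhibition of test compounds on that plate plus 3 SD, cut at about 49% in these data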;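 further: 0% = DMSO plus EC80 beta-PEA response and 100% = DMSO alone without agonist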
#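 System: RD-HGA16 CHO cells with stable hTAAR1 and Gα16 | Probe or stimulus: EC80 β-phenethylamine stimulus | Dosing: 3 µM, single point | Times: Dye loading 75 min at 37 °C, then 30 min room temperature | Measured by: Fluo-8 calcium-sensitive fluorescence | Read-out basis: % inhibition of agonist calcium response | Replicates: n of 1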
# V1aR counter = agonists of human V1a receptor, primary screen, counter-screen for OXTR agonist project, fluorescence, CHO-V1R cells | activation, % at 3 µM | Vasopressin V1a receptor (Homo sapiens), P37288 | AID 2797, 2010 | hit rate 0.25% among 320,000 | Fluo-8 calcium fluorescence, agonist mode; 0% DMSO, 100% 3 nM vasopressin;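 active means activation above the mean activation of all tested compounds plus 3 SD, per screening run, cut at about 20% in these data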;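 further: signal is peak over basal fluorescence ratio across a 100 second FLIPR read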
# M1 ag = human M1 muscarinic receptor agonists, primary screen, Fluo-8 calcium fluorescence, CHO-K1 cells, HTS; Muscarinic acetylcholine receptor M1 (Homo sapiens), P11229; CHO-K1 hM1, agonist mode; 0% DMSO, 100% acetylcholine EC100; activation, % at 3 µM; hit rate 0.33% among 360,000;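 active means activation above the run's mean compound activation plus 3 SD, cut at about 16% in these data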;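 further: peak over basal fluorescence ratio within a 140 s kinetic read after compound addition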
# M1 PAM parental = nonselective calcium activators in parental CHO-K1 cells, primary screen, counter-screen for M1 PAM project, cell-based, Fluo-8 calcium fluorescence, full deck, 1536-well | hit rate 0.02% among 360,000 | ATP EC20; 0% at ATP EC20, 100% at ATP max | activation, % at 3 µM;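 active means activation above the run cutoff, the mean activation of all test compounds plus 3 SD, cut at about 40% in these data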;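 further: peak over basal fluorescence ratio in a 140 s read after ATP addition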
# CHO-K1 Ca antag = nonselective inhibitor or artifact in parental CHO-K1 cells | ATP-induced calcium, Fluo-8 fluorescence | inhibition, % at 3 µM | hit rate 0.6% among 360,000 | AID 602250;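 active means inhibition above a per-plate cutoff, the plate's mean sample inhibition plus 3 SD, cut at about 24% in these data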;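 further: 0% = DMSO plus EC80 ATP and 100% = DMSO alone without ATP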
# OXTR potentiator = human OXTR potentiators, primary screen, fluorescence, CHO-OTR cells, Fluo-8 calcium; Oxytocin receptor (Homo sapiens), P30559; Fluo-8 calcium fluorescence, potentiator mode; 0% = oxytocin EC15, 100% = EC100; activation, % at 3 µM; hit rate 0.061% among 320,000;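 active means activation above that plate's cutoff, the mean activation of tested compounds plus 3 SD, cut at about 6.6% in these data, passing the limit was not always enough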;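 further: 100% uses oxytocin at 75 nM as the full agonist control; some results filed as inactive read as strong as hits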
# Target sequence (P30559 whole entry, looked up): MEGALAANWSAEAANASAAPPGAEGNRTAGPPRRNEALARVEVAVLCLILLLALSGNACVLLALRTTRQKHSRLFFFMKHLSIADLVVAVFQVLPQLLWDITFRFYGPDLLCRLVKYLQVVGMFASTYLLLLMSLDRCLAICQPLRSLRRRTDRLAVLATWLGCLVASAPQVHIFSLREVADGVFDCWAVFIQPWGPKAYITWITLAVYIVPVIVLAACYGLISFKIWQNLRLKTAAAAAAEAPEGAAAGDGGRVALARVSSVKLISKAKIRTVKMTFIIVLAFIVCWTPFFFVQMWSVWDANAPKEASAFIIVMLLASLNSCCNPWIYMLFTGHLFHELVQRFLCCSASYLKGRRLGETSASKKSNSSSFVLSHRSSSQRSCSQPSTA
#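 Assay system: CHO-OTR cells, human receptor / Also added: oxytocin at about EC15, sub-maximal agonist stimulus / Dosing: single dose, 3.0 µM nominal final compound concentration / Incubation: 6 min pre-incubation, 100 s read / Technique: Fluo-8 calcium dye fluorescence / Read-out: % activation vs EC15 and EC100 oxytocin / Benchmarks: EC15 oxytocin low, 75 nM oxytocin high / Replicates: singlicate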
# The depositor's hits bear a star; / = not tested or not shown.
SMILES,CHO parental Ca,CHO-K1 Ca ag,TAAR1 agonist,TAAR1 antag,V1aR counter,M1 ag,M1 PAM parental,CHO-K1 Ca antag,OXTR potentiator
COc1ccc(N(CC(=O)Nc2cc(C)cc(C)c2)S(=O)(=O)c2ccccc2[N+](=O)[O-])c(OC)c1,-9,0.5,2,0,1.1,-3,19,-13,-10
CN(C)c1ccc(/C=C/c2cc[n+](C)cc2)cc1,4,5.5,12,16,5.6,-2,25,-5,-8
O=C(NNC(=O)C1[C@H]2CCCC[C@@H]12)c1ccc(=O)oc1 (stereo partly specified),-23,0.6,-1,-6,0.7,-3,-3,2,-18
O=C(Nc1ccc([N+](=O)[O-])cn1)c1cc(-c2cccc(Br)c2)nc2ccccc12,-17,0.0,1,-30,0.3,-4,-2,-12,-7
CCN(CC)C(=O)c1cc(Cl)ccc1NC(=O)c1ccco1,-10,-0.1,1,-19,-1.1,-3,19,-14,-4
CCCCCCN(C(=O)CCCCCN1C(=O)NC(c2ccc([N+](=O)[O-])cc2)C(C(=O)OCc2ccccc2)=C1C)C(C(=O)NCCCC)c1ccc(OCC(=O)OC)c(C(=O)OC)c1 (stereo unspecified),-7,/,-1,8,4.0,/,/,/,1
Fc1ccccc1C1c2cccn2CCN1C(=S)Nc1ccc(Br)cc1 (stereo unspecified),-9,1.8,9,30,0.7,-1,5,2,-12
COc1cc(C(=O)OCCn2c(=O)c3c(ncn3CCN(C)C)n(C)c2=O)cc(OC)c1OC,2,0.5,1,-2,0.8,-4,9,-8,-5
Cc1ccc(CNC(=O)C2CCN(C(=O)Nc3ccc(C)cc3)CC2)cc1,/,0.3,-1,2,/,5,7,-12,/
CS(=O)(=O)c1ccc(Cl)c(NC(=O)c2cc(S(=O)(=O)N3CCOCC3)ccc2N2CCCC2)c1,-7,0.7,2,-24,-1.2,-4,-10,6,-8
CC(=O)NS(=O)(=O)c1ccc(N=NN2CCCCC2)cc1,-8,0.3,1,10,1.2,-5,1,1,-8
Cc1ccc(C(=O)NC(=S)Nc2cccc3nsnc23)cc1,-9,0.1,4,0,-0.5,-2,-1,-11,-1
COc1cccc(-c2cc3nc(Nc4ccc(OC)c(OC)c4)n(C)c(=O)c3s2)c1,/,0.7,1,-9,/,-3,-6,0,/
COc1cc2c(cc1OC)CN(C(=O)C1CCN(S(=O)(=O)c3ccccc3F)CC1)CC2,-11,1.0,0,-3,0.7,0,-13,4,1
CCOc1cc(/C=C(\CC(=O)O)c2nc3ccccc3s2)ccc1OCC(=O)Nc1cccc(C(F)(F)F)c1,/,-0.6,-3,8,/,-6,-12,-1,/
Cc1cc(NC(=O)c2cc(-c3ccncc3)nc3ccccc23)ccc1Br,-21,0.8,3,40,1.2,-5,12,-13,-7
Cc1nn(CC(=O)Nc2ccc(F)cc2)c(=O)c2ccccc12,8,1.1,2,2,1.0,-1,17,-11,-22
COc1ccccc1C(=O)N/N=C1/NC(=O)CC(C(=O)Nc2ccccc2)S1 (stereo unspecified),5,0.7,2,-26,-1.8,-1,14,-7,-13
O=C(NCC(c1ccco1)N1CCc2ccccc21)c1cccc(F)c1 (stereo unspecified),-6,13,0,6,-1.8,-4,8,-12,-9
Cc1ccc(NS(=O)(=O)c2c(C)nc3sccn3c2=O)cc1,-19,0.0,5,-22,1.2,-8,-8,-2,-6
CCN(Cc1ccccc1)S(=O)(=O)c1cc2c3c(c1)CCN3C(=O)CC2,/,6.7,7,17,/,-2,15,-9,/
CC(=O)c1ccccc1NC(=O)COC(=O)c1cc[n+]([O-])cc1,5,0.2,0,9,0.6,-4,10,-1,0
COc1ccc(-c2csc3ncnc(N4CCN(S(=O)(=O)c5ccc(C)c(C)c5)CC4)c23)cc1,-15,0.4,1,-21,-1.4,-4,15,4,-2
Cc1ccc(OCCC(=O)OCC(=O)NC(=O)c2ccccc2)cc1,-12,2.9,0,-34,-0.1,-5,8,-13,-4
CCCc1nc2nc(C)c(NS(=O)(=O)c3ccc(C(C)(C)C)cc3)c(=O)n2[nH]1,9,0.4,3,-3,-0.9,0,16,-5,-11
# (cont.)
SMILES,CHO parental Ca,CHO-K1 Ca ag,TAAR1 agonist,TAAR1 antag,V1aR counter,M1 ag,M1 PAM parental,CHO-K1 Ca antag,OXTR potentiator
COc1ccc(NC(=O)N2CCCC2C(=O)NCc2ccc(C)cc2)cc1 (stereo unspecified),-5,0.4,11,-10,-0.2,-9,18,-9,8
COc1ccc2nc(NC(=O)/C=C/c3ccc4c(c3)OCO4)sc2c1,2,/,1,-5,0.3,/,/,/,1
O=S(=O)(Nc1ccccc1)c1ccc(-c2cnc(C3CC3)o2)cc1,-11,3.5,12,12,1.7,-2,1,-12,-10
CC(=O)c1ccc(NC(=O)COC(=O)CCN2C(=O)c3cccc([N+](=O)[O-])c3C2=O)cc1,-7,0.2,2,-4,-0.5,-4,0,7,-7
Fc1ccc(NC(=S)Nc2cccc3ccccc23)cc1F,-8,5.6,8,16,0.4,1,10,1,-4
COc1cccc2cc(C(=O)NCc3ccccc3Br)c(=O)oc12,2,0.1,3,-5,0.6,-4,12,-1,0
Cn1nc(-c2ccccc2)c(CN2CCN(c3ncccn3)CC2)c1Cl,-29,3.0,36,-15,-0.5,0,24,-12,-2
O=C(NCCS(=O)(=O)N1CCN(c2ccccc2)CC1)C1CCCCC1,/,1.4,0,-3,/,0,-19,12,/
CCOC(=O)c1ccc2[nH]c(C)c(C)c2c1,-12,-0.4,-1,-12,-0.5,-3,9,-6,-15
Cc1nc2ccc(NC(=O)c3nn(C(C)C)c(=O)c4ccccc34)cc2s1,2,1.6,3,-20,-1.0,-7,22,-5,2
Cc1ccc(S(=O)(=O)N2CCCC(C(=O)NC3=NCCS3)C2)cc1 (stereo unspecified),-2,-0.1,3,-3,-0.5,-3,4,-1,4
CC(=O)Nc1ccc(NC(=O)CSc2ccc(-c3sc(C)nc3C)nn2)cc1,-11,1.3,1,-14,0.2,-4,15,-5,-1
O=C(NCCc1ccc(F)cc1)N1CCOCC1,-8,0.0,4,-5,-0.1,-2,7,-3,-13
O=C(CSc1nc2sc3c(c2c(=O)n1-c1ccccc1)CCCC3)N/N=C/c1ccc(C(=O)O)cc1,-9,1.2,/,/,0.8,-4,10,-3,3
CC(C)(C)OC(=O)[C@H](Cc1ccccc1)NC(=O)c1[nH]cnc1C(=O)Nc1cccc(Cl)c1,-26,0.4,5,-13,1.1,-1,3,-3,-9
Cc1ccc(C(=O)NC2CCCc3ccccc32)cc1[N+](=O)[O-] (stereo unspecified),-23,-0.3,-1,-18,-1.1,-11,8,1,-7
c1cn2c(-c3ccc(N4CCOCC4)cc3)cncc2n1,/,-0.3,2,-15,/,-2,-7,8,/
C[C@@H]1O[C@@H](O[C@H]2[C@H](O)[C@@H](O)[C@H](Oc3c(-c4ccc(O)c(O)c4)oc4cc(O)cc(O)c4c3=O)O[C@@H]2CO)[C@H](O)[C@H](O)[C@H]1O,4,0.0,1,-15,-0.2,0,-14,6,0
Cc1ccc(-c2nn[nH]n2)o1,6,0.4,9,-18,-0.2,-2,-5,14,2
Cc1cc(C)c(NS(=O)(=O)c2ccc3c(c2)NC(=O)CC(=O)N3)c(C)c1,-3,0.0,1,-21,0.4,-3,11,1,-7
Cc1nonc1NC(=O)CSc1cn[nH]n1,-6,-0.5,0,7,1.0,-3,7,7,-2
O=C(CCCc1nc2ccccc2s1)N1CCN(c2ccccc2)CC1,-14,2.6,4,7,0.8,-8,29,-9,-8
COc1ccc(-c2noc(CCCCC(=O)N3CCN(c4cc(C)ccc4C)CC3)n2)cc1,74*,9.5,1,7,/,2,-8,22,/
CCOC(=O)n1ccc(C(=O)Nc2ccccc2F)n1,29*,0.2,17,3,0.5,-3,8,-9,8
Cc1ccc(NC(=O)CCN2CCc3ccccc3C2)cc1,-10,0.3,89*,48,0.4,-10,-3,-12,-1

# Next section, starting with the last two of the part before.
SMILES,CHO parental Ca,CHO-K1 Ca ag,TAAR1 agonist,TAAR1 antag,V1aR counter,M1 ag,M1 PAM parental,CHO-K1 Ca antag,OXTR potentiator
CCOC(=O)n1ccc(C(=O)Nc2ccccc2F)n1,29*,0.2,17,3,0.5,-3,8,-9,8
Cc1ccc(NC(=O)CCN2CCc3ccccc3C2)cc1,-10,0.3,89*,48,0.4,-10,-3,-12,-1
NC(=O)C1=C[C@@H](c2ccccc2)C[C@@H](OCCCCO)O1,-8,0.1,6,6,2.1,-4,-11,-5,6
CN1CCN(S(=O)(=O)c2ccc3[nH]c(=O)oc3c2)CC1,2,1.2,-2,5,0.6,-3,30,-18,-3
O=C(CSc1n[nH]c(-c2cccs2)n1)N1CCCC1,-3,0.1,10,-16,0.4,6,-3,2,-3
COc1ccc(-c2cc3ccccc3n2CC(O)CNC(CO)(CO)CO)cc1 (stereo unspecified),-14,0.5,3,-10,-0.3,-4,12,-9,-4
CCCCCc1cc(=O)oc2c(C(CCN3CCCC(C)C3)c3ccc(N(C)C)cc3)c(OC)cc(OC)c12 (stereo unspecified),-5,1.1,/,/,4.4,-1,20,-7,-8
COc1ccccc1NC(=S)N1CCC(C(=O)c2ccc(F)cc2)CC1,-14,0.4,4,-1,0.6,-4,5,-4,0
COC(=O)c1ccc2c(=O)[nH]c(COC(=O)CCC(=O)c3ccc(Cl)cc3)nc2c1,-24,0.3,2,-26,-0.7,-2,16,0,-5
Clc1ccc(CN2C3=NCCCN3c3ccccc32)c(Cl)c1,-22,2.4,4,-6,0.7,-9,-24,-4,-1
CC(C)(C)C(=O)N1N=C(c2ccc(NS(C)(=O)=O)cc2)CC1c1cccs1 (stereo unspecified),-12,-0.1,8,-13,2.3,-8,-2,5,-2

# Two records drawn at random from the list so far, as already listed:
SMILES,CHO parental Ca,CHO-K1 Ca ag,TAAR1 agonist,TAAR1 antag,V1aR counter,M1 ag,M1 PAM parental,CHO-K1 Ca antag,OXTR potentiator
CN1CCN(S(=O)(=O)c2ccc3[nH]c(=O)oc3c2)CC1,2,1.2,-2,5,0.6,-3,30,-18,-3
COc1ccc(-c2cc3ccccc3n2CC(O)CNC(CO)(CO)CO)cc1 (stereo unspecified),-14,0.5,3,-10,-0.3,-4,12,-9,-4
